Screens as filed in PubChem BioAssay.
Bim-Mcl-1: disrupts Bim peptide binding to human Mcl-1; actives 0.1% (n = 190,000); inhibition, % at 10 µM; Q07820; Bead-based flow cytometry, Bim peptide-Mcl-1 binding; in the data active = inhibition above about 40%;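 note: 0% = no compound tracer wells and 100% = peptide blocker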
Target sequence (Q07820 whole entry, looked up): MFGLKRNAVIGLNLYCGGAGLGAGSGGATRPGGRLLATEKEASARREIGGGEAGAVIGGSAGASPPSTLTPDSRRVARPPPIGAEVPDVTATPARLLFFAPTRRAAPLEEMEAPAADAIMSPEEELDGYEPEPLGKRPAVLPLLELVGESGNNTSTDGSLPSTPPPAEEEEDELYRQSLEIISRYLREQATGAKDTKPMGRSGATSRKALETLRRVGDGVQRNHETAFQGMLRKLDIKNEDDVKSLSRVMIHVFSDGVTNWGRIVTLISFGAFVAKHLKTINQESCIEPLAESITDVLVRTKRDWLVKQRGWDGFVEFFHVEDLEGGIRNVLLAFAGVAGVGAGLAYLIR
Rab7 wt GTP bind: dog Rab7 wildtype GTP binding, inhibitors and activators; actives 0.055% (n = 190,000); GTP binding activity (percent of control), % at 10 µM; GST-Rab7 beads, fluorescent GTP binding, flow cytometry; actives lie on both sides; untreated = 100%, excess cold GTP = 0%;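 active = fluorescent GTP binding to Rab7 beads changed by at least 20 points from the 100% baseline, either direction, mostly lower; inconclusive = compound itself probably fluorescent, or too few beads counted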;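 note: median green fluorescence of bound Bodipy-FL-GTP per Rab7 bead population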
Mcl1 Bid PPI: Mcl-1/Bid interaction inhibition. TR-FRET Mcl-1/Bid-Dy647 peptide binding, 1536-well. inhibition, % at 21.7 µM. actives 0.97% (n = 220,000);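 active = compounds that cut the binding signal by more than half at the single screening dose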;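 note: His-tagged Mcl-1 with europium anti-His antibody binding Bid BH3 peptide; 0% = Mcl-1 plus peptide wells and 100% = peptide-only wells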
HRas wt GTP bind: changes GTP binding to wildtype human HRas. P01112. actives 0.14% (n = 190,000). GST-Ras wt beads, Bodipy-FL-GTP binding, flow cytometry; actives lie on both sides. GTP binding activity, % at 10 µM;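 active = GTP binding activity at least 20% away from the 100% baseline, either lowered as inhibitor or raised as activator; inconclusive = flagged as likely green fluorescent, judged across all proteins in the well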;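 note: 0% = unlabeled GTP competition control and 100% = no-compound control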
Target sequence (P01112 whole entry, looked up): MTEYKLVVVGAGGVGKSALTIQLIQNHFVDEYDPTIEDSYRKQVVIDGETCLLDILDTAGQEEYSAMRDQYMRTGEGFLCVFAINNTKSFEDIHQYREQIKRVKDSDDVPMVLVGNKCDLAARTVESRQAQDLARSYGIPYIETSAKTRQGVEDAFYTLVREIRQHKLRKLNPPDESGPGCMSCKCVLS
Rac1 mut GTP: modulators of GTP binding to human Rac1 activated mutant; P63000; GST-Rac1 activated beads, fluorescent GTP binding, flow cytometry; actives lie on both sides; 100% means binding = to untreated wells; percent activity (GTP binding), % at 10 µM; actives 0.11% (n = 190,000);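 active = GTP binding at least 20 percentage points away from the 100% baseline, in either direction, so actives lie on both sides; inconclusive = Compound likely fluorescent itself, or too few beads counted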
Cdc42 wt: modulators (inhibitors or activators) of GTP binding to human Cdc42 wildtype; P60953; GST-Cdc42 beads, Bodipy-GTP binding, flow cytometry; actives lie on both sides; percent activity (GTP binding), % at 10 µM; actives 0.2% (n = 190,000); AID 761;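 active = percent activity GTP binding at least 20 points away from the 100% baseline, either down as inhibitor or up as activator; inconclusive = compound flagged as likely green fluorescent from well-wide comparison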;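 note: median bead fluorescence of bound Bodipy-FL-GTP at 100 nM; 0% = excess unlabeled GTP control and 100% = no compound control; below 100% means less GTP binding so inhibitor and above means activator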
Target sequence (P60953 whole entry, looked up): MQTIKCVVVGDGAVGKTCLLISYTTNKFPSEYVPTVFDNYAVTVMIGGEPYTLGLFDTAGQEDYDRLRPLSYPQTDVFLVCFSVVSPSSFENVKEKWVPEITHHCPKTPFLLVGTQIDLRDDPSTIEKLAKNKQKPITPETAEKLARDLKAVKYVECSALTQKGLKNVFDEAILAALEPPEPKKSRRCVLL
Rab2 wt GTP: changes GTP binding to wildtype dog Rab2A, up or down; P61105; GST-Rab2 wt beads, Bodipy-GTP binding, flow cytometry; GTP binding activity, % at 10 µM; actives 0.19% (n = 190,000);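 active = GTP binding activity at least 20 points away from 100%, either lowered or raised; inconclusive = signal likely due to the compound's own green fluorescence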;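 note: 0% = beads with excess unlabeled GTP and 100% = no-compound control corrected for plate trend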
Pf gamet viab: kills late stage P. falciparum gametocytes; inhibition, % at 10.9 µM; P. falciparum stage V gametocytes, ATP luminescence, 24 h; actives 0.065% (n = 150,000);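 active = inhibition above the mean plus 3 SD of compounds within the control limits, set per campaign, cut at about 38% in these data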;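 note: 0% = DMSO wells and 100% = medium only without gametocytes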
Avidin fluor: avidin bead compound fluorescence profile; fluorescence (KMESF) at 10 µM; actives 0.38% (n = 220,000); AID 1775; Avidin beads, compound fluorescence 488/530 nm, flow cytometry; stronger effect = higher value; in the data active = fluorescence above about 47; note: inactives centre near 10
Rac1 wt GTP bind: modulators of human Rac1 wildtype GTP binding; P63000; GST-Rac1 beads, fluorescent GTP binding, flow cytometry; actives lie on both sides; 0 = cold GTP competed, 100 = untreated; GTP binding activity (% of control), % at 10 µM; actives 0.27% (n = 190,000); AID 757;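 active = GTP binding activity at least 20 points away from the 100% control level, either lower or higher; inconclusive = compound flagged as likely green fluorescent, judged across all proteins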
Mcl1-Noxa inh: disrupts binding of human Mcl-1 to Noxa peptide; Q07820; inhibition, % at 21.7 µM; AID 1022; TR-FRET Mcl-1/Noxa peptide binding, 2 h; actives 1.5% (n = 220,000);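 active = compounds that cut the protein-peptide binding signal by more than 50% relative to plate controls in a single-dose test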;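 note: His-tagged Mcl-1 with rhodamine Noxa BH3 peptide and terbium anti-His antibody; 0% = Mcl-1 plus Noxa peptide wells and 100% = peptide-only wells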
An asterisk follows results filed as active; ? = inconclusive; / = not tested or not shown. Rows were taken by chance; 2.7% or so of the library scored in one or more.

nr	Compound	Mcl1 Bid PPI	Mcl1-Noxa inh	Rac1 wt GTP bind	Pf gamet viab	Bim-Mcl-1	HRas wt GTP bind
1	Cc1ccc(C2C(C#N)=C(N)Oc3cc4c(cc32)OCO4)cc1 (centres undefined)	-26.1	17.4	93.0	/	-2.0	95.0
2	CCOC(=O)c1c(C)oc2ccc(O)c(CN3CCCCC3)c12	-23.0	-7.5	103.0	-0.4	-1.0	101.0
3	C/C(=N\Nc1cccc([N+](=O)[O-])c1)c1ccccc1O	-0.5	14.8	?	-26.4	-1.0	?
4	COc1ccccc1C(=O)N/N=C/c1cnc2ccccc2n1	-25.3	10.4	102.0	9.3	-5.0	99.0
5	CCN(CC)S(=O)(=O)c1cccc(C(=O)N/N=C/c2ccc(O)c(O)c2O)c1	-81.2	94.5*	90.0	/	44.0*	86.0
6	O=C(Nc1ccc2c(c1)OCCO2)c1ccc(CN2CCOCC2)cc1	-2.8	-8.2	102.0	13.1	0.0	99.0
7	CCOc1c2ccc(C(=O)NCCc3cccs3)cc2nn1CC	-34.5	6.1	97.0	-8.8	0.0	97.0
8	CN(Cc1cccc(Cl)c1Cl)c1ccc(S(=O)(=O)N2CCCCC2)cc1[N+](=O)[O-]	2.8	-1.5	103.0	/	-6.0	101.0
9	CSc1cc(-c2ccccc2)[nH]c(=O)c1C#N	-23.6	3.3	82.0	-13.1	1.0	86.0
10	COc1cc2[nH]c(=O)n3nc(-c4ccccc4)nc3c2cc1OC	-4.1	4.7	81.0	/	9.0	87.0

nr	Rac1 mut GTP	Cdc42 wt	Avidin fluor	Rab7 wt GTP bind	Rab2 wt GTP
1	92.0	94.0	16	95.0	95.0
2	100.0	103.0	13	98.0	99.0
3	?	?	5	?	?
4	98.0	99.0	10	97.0	97.0
5	94.0	95.0	-1	88.0	86.0
6	99.0	100.0	8	100.0	98.0
7	98.0	97.0	35	92.0	96.0
8	103.0	101.0	5	101.0	101.0
9	85.0	85.0	11	88.0	86.0
10	94.0	91.0	37	93.0	83.0

(further entries)
nr	Compound	Mcl1 Bid PPI	Mcl1-Noxa inh	Rac1 wt GTP bind	Pf gamet viab	Bim-Mcl-1	HRas wt GTP bind
11	CCOC(=O)Cn1c(CN2CCN(c3cccc(Cl)c3)CC2)nc2c1c(=O)[nH]c(=O)n2C	-18.9	7.4	103.0	/	-2.0	103.0
12	O=C(COc1ncnc2ccccc12)NCCCN1CCCC1=O	-53.5	-0.9	100.0	11.7	1.0	100.0
13	COc1ccc(NC(=S)Nc2ccc3snnc3c2)cc1	-52.7	15.2	102.0	-1.9	-3.0	102.0
14	Cc1occc(=O)c1OC(=O)Nc1ccccc1	-44.7	3.5	107.0	/	2.0	104.0
15	O=C(c1ccc(Cl)s1)N1CCN(c2ccccc2)CC1	1.2	4.4	104.0	/	-3.0	102.0
16	COc1ccc(C2=NOC(C(=O)N(C)Cc3ccccc3)C2)cc1 (centres undefined)	2.8	10.9	101.0	/	0.0	97.0
17	CCOc1ccc(NC(=S)N=Nc2c(O)[nH]c3ccccc23)cc1	-117.0	-52.0	?	4.5	1.0	?
18	O=C(C1CCN(S(=O)(=O)c2ccccc2F)CC1)N1CCc2ccccc2C1	-10.4	1.2	99.0	9.0	-1.0	96.0
19	CCC(C)C1C(C#N)=C(N)Oc2n[nH]c(C)c21 (centres undefined)	-27.5	20.2	106.0	/	-1.0	100.0
20	Cc1ccc([N+](=O)[O-])cc1NC(=O)c1ccccc1	-31.9	-2.0	94.0	/	-1.0	96.0

nr	Rac1 mut GTP	Cdc42 wt	Avidin fluor	Rab7 wt GTP bind	Rab2 wt GTP
11	101.0	102.0	23	102.0	102.0
12	96.0	101.0	10	98.0	99.0
13	98.0	97.0	13	105.0	99.0
14	102.0	106.0	6	100.0	103.0
15	101.0	106.0	20	98.0	101.0
16	94.0	98.0	13	102.0	96.0
17	?	?	8	?	?
18	96.0	94.0	9	95.0	95.0
19	98.0	100.0	6	100.0	101.0
20	91.0	94.0	9	97.0	97.0

Other structures follow.
nr	Compound	Mcl1 Bid PPI	Mcl1-Noxa inh	Rac1 wt GTP bind	Pf gamet viab	Bim-Mcl-1	HRas wt GTP bind
21	CCC1(CC)Cc2ccccc2C(CC(=O)N2CCOCC2)=N1	-0.5	27.9	101.0	/	0.0	101.0
22	Cc1ccc(C)c(OCC(=O)Nn2c(C)nc3ccccc3c2=O)c1	-2.2	6.1	106.0	/	-2.0	101.0
23	O=C(N/N=C/c1c[nH]c2ccccc12)c1ccn(Cc2ccc(Cl)cc2Cl)n1	7.6	17.7	102.0	9.6	-3.0	101.0
24	O=C(CSc1nc2ccccc2c(=O)n1-c1ccccc1)NCc1ccco1	3.5	-3.5	102.0	20.9	0.0	97.0
25	CCN1CCN(C(c2ccc(F)cc2)c2nnnn2Cc2cccs2)CC1 (centres undefined)	3.0	0.2	104.0	-0.1	-7.0	101.0
26	O=C(Nc1ccccc1)Nc1nncs1	4.6	-0.9	99.0	15.2	4.0	98.0
27	C1CN(CC2CCN(c3nc4nonc4nc3N3CCSCC3)CC2)CCO1	-11.6	2.8	102.0	0.0	0.0	99.0
28	N#Cc1c(SCc2ccc(Cl)cc2)sc(C(=O)c2ccccc2)c1N	-21.4	20.3	99.0	20.6	5.0	97.0
29	COc1ccc(-c2cc(-c3cccs3)c(C#N)c(SCC(=O)NCc3ccco3)n2)cc1	21.1	-0.4	103.0	/	0.0	100.0
30	O=C(c1ccc(-c2ccccc2)cc1)C1CCCN(C(=O)c2cncs2)C1 (centres undefined)	-4.7	-0.3	97.0	/	0.0	96.0

nr	Rac1 mut GTP	Cdc42 wt	Avidin fluor	Rab7 wt GTP bind	Rab2 wt GTP
21	99.0	102.0	11	100.0	101.0
22	99.0	100.0	9	102.0	98.0
23	97.0	103.0	27	98.0	103.0
24	96.0	99.0	4	98.0	95.0
25	100.0	102.0	42	104.0	103.0
26	95.0	101.0	7	93.0	95.0
27	99.0	103.0	10	96.0	99.0
28	96.0	94.0	8	95.0	97.0
29	98.0	101.0	36	101.0	99.0
30	96.0	96.0	11	100.0	95.0

(next part)
nr	Compound	Mcl1 Bid PPI	Mcl1-Noxa inh	Rac1 wt GTP bind	Pf gamet viab	Bim-Mcl-1	HRas wt GTP bind
31	Cc1noc(C)c1CSc1ncnc2sc(C)c(C)c12	-7.0	8.4	100.0	/	-4.0	97.0
32	O=C(Nc1cccnc1)c1ccccc1-c1ccccc1	-23.2	2.4	95.0	/	0.0	93.0
33	C/C(CC(=O)N1CCN(C=O)CC1)=N\NC(=O)c1cccc([N+](=O)[O-])c1	-22.1	20.8	103.0	3.5	-1.0	102.0
34	CCOC(=O)c1c(C)c(C(=O)N(C)C2CCCCC2)c(C)n1C	0.4	-16.0	104.0	-12.5	0.0	99.0
35	CCn1c(=N)n(CCOc2ccc(OC)cc2)c2ccccc21	3.1	7.9	112.0	/	-9.0	105.0
36	CC(=O)N1CCN(c2ccc(NC(=O)c3cccc(OCc4ccccc4)c3)cc2)CC1	-47.4	16.3	105.0	0.4	-3.0	103.0
37	O=C(c1ccccc1F)N1CCN(c2ccccc2F)CC1	6.5	14.3	105.0	-4.0	0.0	100.0
38	CCOC(=O)c1ccccc1NC(=O)c1ccc(NS(C)(=O)=O)cc1	-14.2	0.8	111.0	/	0.0	100.0
39	COc1ccc(/C=C/C(=O)c2ccc(NC3=NCCCS3)cc2)cc1OC	-18.5	50.8*	102.0	1.4	5.0	98.0
40	CCOC(=O)COc1cc(Br)c(/C=N/Nc2ccccc2)cc1OC	-6.0	20.1	102.0	/	3.0	106.0
41	Cc1cc(NC(=O)CSc2nnc(-c3ccoc3C)o2)no1	0.5	1.3	110.0	17.7	-1.0	105.0
42	COc1ccc(NS(=O)(=O)c2cccc(NC(=O)NCCCl)c2)cc1	-14.4	3.7	98.0	-16.1	-1.0	97.0
43	CC1NC(=S)N(C2CCCCC2)C1=O (centres undefined)	-33.3	-7.8	100.0	-16.6	-3.0	100.0

nr	Rac1 mut GTP	Cdc42 wt	Avidin fluor	Rab7 wt GTP bind	Rab2 wt GTP
31	95.0	98.0	/	98.0	95.0
32	94.0	94.0	11	93.0	94.0
33	99.0	104.0	8	108.0	103.0
34	98.0	104.0	25	100.0	102.0
35	103.0	110.0	13	100.0	104.0
36	97.0	101.0	22	104.0	99.0
37	101.0	106.0	36	101.0	100.0
38	97.0	98.0	9	103.0	100.0
39	93.0	96.0	25	106.0	95.0
40	103.0	105.0	9	102.0	107.0
41	104.0	105.0	7	102.0	108.0
42	96.0	101.0	8	96.0	94.0
43	95.0	99.0	23	96.0	100.0
